Screening data from PubChem.
FECH block – human FECH heme synthesis enzyme inhibition; P22830; purified FECH, Ni-mesoporphyrin absorbance 550 nm; AID 1671448; calls only at 10 µM (by protocol); 20,000 compounds, 3.3% hits;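 active = enzyme reaction rate more than 3 SD below the solvent-only control wells on the same plate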;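 also: lower slope than DMSO wells means FECH inhibition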
Target sequence (P22830 whole entry, looked up): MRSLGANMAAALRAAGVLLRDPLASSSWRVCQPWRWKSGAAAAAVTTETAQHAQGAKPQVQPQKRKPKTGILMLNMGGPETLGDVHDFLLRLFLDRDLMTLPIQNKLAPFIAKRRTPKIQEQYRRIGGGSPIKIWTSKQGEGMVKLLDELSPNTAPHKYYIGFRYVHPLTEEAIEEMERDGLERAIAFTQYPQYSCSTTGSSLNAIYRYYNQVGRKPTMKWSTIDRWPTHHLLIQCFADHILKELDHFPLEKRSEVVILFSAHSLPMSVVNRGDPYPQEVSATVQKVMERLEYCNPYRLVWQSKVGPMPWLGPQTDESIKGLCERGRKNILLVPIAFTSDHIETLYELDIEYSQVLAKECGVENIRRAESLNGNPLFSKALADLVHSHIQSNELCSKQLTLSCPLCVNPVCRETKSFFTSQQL
Calls only; i = inactive; + = active, no number.

Cc1cc(C)c(-c2nc(C(N)=O)c3c(n2)n(-c2ccc(C)c(C)c2)c(=O)n3C)c(C)c1
  FECH block = i
COc1ccc(CCC(=O)Nc2cc(N3CCCS3(=O)=O)ccc2OC)cc1
  FECH block = i
Cc1[nH]nc(C2NCCc3[nH]cnc32)c1Cl (stereo unspecified)
  FECH block = i
CCCCN(CC#Cc1ccccc1)C(=O)c1ccoc1
  FECH block = i
COc1cccc(C(=O)Nc2cccc(N3CCCS3(=O)=O)c2)c1OC
  FECH block = i
COc1ccc(-c2noc(C3CC(C(C)C)=NO3)n2)c(OC)c1 (stereo unspecified)
  FECH block = i
O[C@@H]1CN(c2ncccc2Cl)CC[C@H]1c1ccc2c(c1)OCO2
  FECH block = i
CNC(=O)C1CCC(Cn2c(=O)c3sccc3n(CC(=O)NC3CCCC3)c2=O)CC1 (stereo unspecified)
  FECH block = i
O=C1CCc2cc(S(=O)(=O)N3C[C@@H]4[C@H](C3)[C@H]3CC[C@@H]4O3)ccc2N1
  FECH block = i
O=C1CC(c2ccc(-n3cncn3)cc2)c2cn[nH]c2N1 (stereo unspecified)
  FECH block = i
COc1cc(C(=O)N2CCc3c(c(C(=O)NCc4ccccc4)nn3C)C2)cc(OC)c1OC
  FECH block = i
COC(=O)c1cc2ccsc2n1CC(=O)Nc1ccccc1OC
  FECH block = i
O=C(Cn1cnc2ccccc21)N1CC[C@@H](c2ccc3c(c2)OCO3)[C@H](O)C1
  FECH block = i
COc1cc2cc(CN3CCCC(CO)(CO)C3)c(=O)[nH]c2cc1OC
  FECH block = i
CCOc1ccc(CN(Cc2cccc3c2OCO3)C2CC2)cc1
  FECH block = i
COc1ccc(-c2nccn2Cc2scnc2-c2ccccc2)cc1O
  FECH block = i
COc1ccc(OC)c(CNc2nc(-c3nnc(-c4ccc(C)cc4)o3)nc3ccccc23)c1
  FECH block = i
CC(=O)Nc1cccc(-c2ccc(NCCO)nn2)c1
  FECH block = i
O=C1c2ccccc2C(=O)N1c1nc2n(n1)C(c1ccccc1)C=C(c1ccc(Cl)cc1)N2 (stereo unspecified)
  FECH block = i
CCc1c(C)nc2ncnn2c1Sc1ccccc1NC(=O)COc1ccccc1C
  FECH block = i
CN(C)Cc1cn(CC2CCN(C(=O)c3ccc4[nH]ccc4c3)CC2)nn1
  FECH block = i
O=C(c1cccc(O)c1)N1CCC(Cc2n[nH]c(=O)n2-c2ccccc2)CC1
  FECH block = i
C=CCN(Cc1cccc(OCC)c1)C(=O)c1ccc[nH]c1=O
  FECH block = i
COc1cccc(-n2cc(CNC(=O)C34CNCC3CNC4)cn2)c1 (stereo unspecified)
  FECH block = i
CN(Cc1cn[nH]c1C(=O)O)CC1COc2ccccc2O1 (stereo unspecified)
  FECH block = i

Cc1[nH]cnc1CN(C)CCCc1cnn(C)c1
  FECH block = i
Cc1cc(N(C)C)nc(N2CCN(S(=O)(=O)c3ccc4c(c3)Cc3ccccc3-4)CC2)n1
  FECH block = i
CCc1ncc(C(=O)N2CCc3nnc(CCc4ccccc4)n3CC2)cn1
  FECH block = i
Cc1ccc(-n2ncc3c(-n4nc(C)cc4NC(=O)Cc4ccc(F)cc4)ncnc32)c(C)c1
  FECH block = i
Cc1cccc(-c2cc(N3CCN(C(=O)Nc4ccccc4Br)CC3)ncn2)c1
  FECH block = i
CCC(=O)Nc1ccccc1-c1nnc(SC(C)C(=O)Nc2c(C)cc(C)cc2C)[nH]c1=O (stereo unspecified)
  FECH block = i
Cc1ccc(C(C)NC(=O)c2cc(CN3CCC(O)CC3)on2)cn1 (stereo unspecified)
  FECH block = i
C=CCNc1nc(Nc2ccc(C)cc2)c2cnn(-c3ccccc3)c2n1
  FECH block = i
Cc1ccsc1CCn1cnc(-c2ccccc2)c1-c1nccn1C
  FECH block = i
CCOC(=O)c1cc2ccsc2n1CC(=O)Nc1cccc(OC)c1
  FECH block = i
COc1cc(N2CCC3(CC2)CNC(=O)C3)ncn1
  FECH block = i
Cc1nc2ccc(C(=O)N3CCc4nnc(CCc5ccccc5)n4CC3)cc2[nH]1
  FECH block = i
O=C(N[C@H](CO)CC1CCCCC1)c1cc(CN2CCC(O)CC2)on1
  FECH block = i
CCOc1ccc(-c2nc(CSc3nc(-c4ccccc4)cc(=O)[nH]3)c(C)o2)cc1OC
  FECH block = i
Cc1cc(C(=O)NCCSc2nnc(C)s2)c2ccc(F)cc2n1
  FECH block = i
COc1ccc(-c2nc(CN3CCC(F)(F)CC3)c(C)o2)c2ccccc12
  FECH block = i
COc1ccccc1N1CCN(Cc2cnc(SC)nc2)CC1(C)C
  FECH block = i
COc1ccccc1-c1c(Nc2ccccc2C)oc2c1c(=O)n(C)c(=O)n2C
  FECH block = i
CNC(=O)C1CCC(Cn2c(=O)c3sccc3n(CC(=O)NCCCOC)c2=O)CC1 (stereo unspecified)
  FECH block = i
CCCc1nc2nc(C)[nH]n2c(=O)c1N
  FECH block = i
CCC(=O)Nc1ccccc1-c1nnc(SC(C)C(=O)Nc2ccc(OC)cc2)[nH]c1=O (stereo unspecified)
  FECH block = i
COc1ccccc1Cn1c(CNS(=O)(=O)c2ccc(C)cc2)nc2cccnc21
  FECH block = i
Cc1n[nH]c(C)c1CCc1n[nH]c(=O)n1C1CCCCC1
  FECH block = i
COC(=O)c1c(NC(=O)c2c(F)cccc2F)sc2c1CCN(C)C2
  FECH block = i
Cc1cc2nc(C(=O)NCc3cn4ccccc4n3)cc(C)n2n1
  FECH block = i

Shown with values ahead of the structure: part of the list above
FECH block	structure
i	Cc1ccsc1CCn1cnc(-c2ccccc2)c1-c1nccn1C
i	CCOC(=O)c1cc2ccsc2n1CC(=O)Nc1cccc(OC)c1
i	COc1cc(N2CCC3(CC2)CNC(=O)C3)ncn1
i	Cc1nc2ccc(C(=O)N3CCc4nnc(CCc5ccccc5)n4CC3)cc2[nH]1
i	O=C(N[C@H](CO)CC1CCCCC1)c1cc(CN2CCC(O)CC2)on1

Additional records
CN(C)S(=O)(=O)CCNC1CCN(Cc2ccccc2)CC1
  FECH block = i
O=C(C1CCN(c2ccc(-c3cccs3)nn2)CC1)N1CCOCC1
  FECH block = i
COc1ccc(-c2cc(C)cnc2-n2cnnc2)c2ccc(C)nc12
  FECH block = i
COCCc1noc(CN2CCC3(C2)CN(C)C(=O)O3)n1 (stereo unspecified)
  FECH block = i
COc1ccccc1-c1cccc(C(=O)NCC2CC(=O)N(C(C)C)C2)c1 (stereo unspecified)
  FECH block = i
COCC(C)N(Cc1ccccc1OC)C(=O)c1ccco1 (stereo unspecified)
  FECH block = i
O=C(NC1CCCCC1)c1nc(N2CCCC2)c2oc3ccccc3c2n1
  FECH block = i
CC(C)(C)c1ccc(-c2nc3nc(CNc4ccccc4Cl)cc(=O)n3[nH]2)cc1
  FECH block = +
CCCn1ncc(C(=O)NCCC2CN(C)CCO2)c1C (stereo unspecified)
  FECH block = i
Cc1ccc(C2(O)CCN(Cc3ccc(Sc4nncn4C)o3)CC2)nc1
  FECH block = i
CC(NC(=O)c1cc(CN2CCOCC2)on1)c1ccccc1-n1cccn1 (stereo unspecified)
  FECH block = i
Cc1[nH]cnc1C(=O)N1CCC(n2nccc2NC(=O)C2CC2)CC1
  FECH block = i
CC(C)CN(Cc1cnn(C)c1)C(=O)c1cc(=O)n(C)c(=O)n1C
  FECH block = i
C=CCN(CC#Cc1ccccc1)Cc1c(C)nn(C)c1Cl
  FECH block = i
CCOc1ccc(CN2CCC(N)(C(=O)O)C2)cn1 (stereo unspecified)
  FECH block = i
NC(=O)c1csc(N2CCCC3(C2)C(=O)Nc2ccccc23)n1 (stereo unspecified)
  FECH block = i
Cc1ccc(NC(=O)CN2CCCN(Cc3ccc(Cl)cc3)S2(=O)=O)cc1C
  FECH block = i
OCC1CCCCN1CCn1cnnc1 (stereo unspecified)
  FECH block = i
CCOc1ccccc1NCc1nc2nc(C)c(Cc3ccc(Cl)cc3)c(=O)n2[nH]1
  FECH block = +
COc1ccc(C)cc1N(C)C(=O)Cn1c(=O)c2cnc(-c3ccccc3)nc2n(C)c1=O
  FECH block = i
Cc1cc(C)n(CCC(=O)NC(C)c2ccc3c(c2)OCCCO3)c(=O)n1 (stereo unspecified)
  FECH block = i
Cc1sc2ccccc2c1-c1nccn1CCCn1ccnc1
  FECH block = i
c1ccc(-c2nc[nH]c2-c2cccn2-c2ccccn2)cc1
  FECH block = i
COc1cccc(-c2[nH]ncc2C(=O)N2CCC3(CCNC(=O)CC3)CC2)c1
  FECH block = i
O=C(NCc1cccc2[nH]ccc12)c1cn(CCCc2ccccc2)nn1
  FECH block = i

Cc1ccc(S(=O)(=O)NCCn2c(C(F)(F)F)nc3cccnc32)c(C)c1
  FECH block = +
CCCCc1c(-c2ccccc2)ncn1C(CC)c1ccnn1C (stereo unspecified)
  FECH block = i
Cc1ccsc1[C@@H]1CCN(C(=O)CCC(=O)N2CCCCCC2)C[C@H]1O
  FECH block = i
CC(C)Cn1cncc1CNc1cc(N2CCOCC2)nc(N)n1
  FECH block = i
COc1ccc(CNC(=O)c2ccc(Nc3cc(-c4ccccc4)ncn3)cc2)cc1
  FECH block = i
Cc1cccc(N2CCN(C(=O)C3CCCN(c4ncnc5c4nc4n5CCCCC4)C3)CC2)c1C (stereo unspecified)
  FECH block = i
O=C1NCCN(Cc2cnc(-c3ccccn3)nc2)C1c1ccc(F)cc1 (stereo unspecified)
  FECH block = i
COc1cc(N(C)CCc2ccncc2)ncn1
  FECH block = i
O=C(NCCn1ccnc1)C1(Oc2ccc(Cl)cc2)CCNCC1
  FECH block = i
Cc1cccc(N(Cc2nc3nc(C)cc(C)n3n2)C(=O)c2cccc([N+](=O)[O-])c2)c1
  FECH block = i
Cc1nn(C)c(Cl)c1-c1c(-c2ccccc2)ncn1C[C@H]1CCCN1
  FECH block = i
COc1ccc(N2CC(NC(=O)c3cccs3)CC2=O)cc1 (stereo unspecified)
  FECH block = i
CCn1ccnc1CN(C)Cc1noc(C)n1
  FECH block = i
CCc1c(C)nc2ncnn2c1Sc1ccc(NC(=O)NCc2ccc(F)cc2)cc1
  FECH block = i
O=C(NC1CC1)C1CCN(c2ccc(-c3ccccc3)nn2)CC1
  FECH block = +
COc1cccc(NC(=O)N2CCC(n3cnc4cccnc43)CC2)c1
  FECH block = +
CC(=O)Nc1c2n(c3ccc(F)cc13)CC(C)(C(=O)NC1CCCCC1)N(Cc1ccccc1)C2=O (stereo unspecified)
  FECH block = i
CCC(CO)N(Cc1ccc(F)cc1)Cc1cccc(C)n1 (stereo unspecified)
  FECH block = i
Cc1ccc(Cl)cc1NC(=O)C1CCCN1S(=O)(=O)c1cc2c(cc1C)NC(=O)CO2 (stereo unspecified)
  FECH block = i
Cn1ncc2c(NCc3cn[nH]c3-c3cccs3)nc(C(C)(C)C)nc21
  FECH block = i
COc1cc(C)c(S(=O)(=O)N2CCC3(CC2)NCCNC3=O)c(C)c1C
  FECH block = i
CCN(CC)C(=O)Cn1c(=O)n(CC2CCC(C(=O)N3CCCCC3)CC2)c(=O)c2sccc21 (stereo unspecified)
  FECH block = i
CC1Cc2ccccc2N1S(=O)(=O)c1ccc2c(c1)CCN2C(=O)CCC(=O)N1CCOCC1 (stereo unspecified)
  FECH block = i
Cn1c(=O)n(C)c2cc(Cn3cc(C4CC=CCC4)nn3)ccc21 (stereo unspecified)
  FECH block = i
COc1ccccc1CNC(=O)c1[nH]cnc1C(=O)NCCc1c[nH]c2ccccc12
  FECH block = i

O=C(O)C(Cc1ccco1)n1ccnc1-c1cccnc1 (stereo unspecified)
  FECH block = i
Cc1nc2cccnc2n1C1CCN(C(=O)NC2CCCCC2)CC1
  FECH block = i
COc1cccc(Cn2c(C3CCCCC3)n[nH]c2=O)c1
  FECH block = i
Cc1ccc(C)c(OCC(=O)NCCc2nc(-c3ccccn3)no2)c1C
  FECH block = i
Cc1c(-c2ccccc2)[nH]c2c(CNc3nccc(N)n3)cc(Cl)cc12
  FECH block = i
CC(C)c1cc(-c2nc(C3(c4ccc(F)cc4)CCOC3)no2)nc(N)n1 (stereo unspecified)
  FECH block = i
CCCN(CCC)c1ncc(NS(=O)(=O)c2ccc(F)cc2)cc1C(=O)O
  FECH block = i
Cc1nc(OCC(=O)NCc2ccccc2F)c2c(C)c(C)oc2n1
  FECH block = i
COc1ccccc1N1CCN(c2ncnc3c2CCNC3)CC1(C)C
  FECH block = i
COc1cccc(-c2cc(N3CCN(S(C)(=O)=O)CC3)ncn2)c1
  FECH block = i
CC(=O)NCC1=CCCN(CCn2cccc2)C1
  FECH block = i
O=C(c1cccc2c1OCC2)N1CCN(Cc2ccccc2CO)CC1
  FECH block = i
Cc1cccc(Cn2c(CN)n[nH]c2=O)c1
  FECH block = i
O=C(NCc1cn2c(n1)SCC2)c1ccc(C2CCCO2)s1 (stereo unspecified)
  FECH block = i
O=C1CC(c2ccc(-n3cncn3)cc2)c2cnn(Cc3ccncc3)c2N1 (stereo unspecified)
  FECH block = i
Cc1cc(N2CCCCC2)nc(N2CCN(S(=O)(=O)c3ccc(F)cc3)CC2)n1
  FECH block = i
Cc1cnccc1CN(C)C(=O)c1cn(Cc2ccc(Cl)cc2)nn1
  FECH block = i
O=c1cc(CN2CCN(c3ccc(F)cc3)CC2)nc2nc(NCc3ccc(Cl)cc3)[nH]n12
  FECH block = i
Cc1ccc(CN2CC(=O)N(Cc3ccc(Cl)cc3)c3ccccc3S2(=O)=O)cc1
  FECH block = i
Cc1ccc(NC(=O)CN2CCCN(Cc3ccccc3)S2(=O)=O)cc1C
  FECH block = i
CNC(=O)C1CCC(Cn2c(=O)c3sccc3n(CC(=O)NCc3ccc(F)cc3)c2=O)CC1 (stereo unspecified)
  FECH block = i
CCCn1cnnc1CNC1CCCC1
  FECH block = i
CCCNC(=O)N1CCN(c2cc(-c3cccc(C)c3)ncn2)CC1
  FECH block = i
CCCN(Cc1nccn1C)C(=O)C12CNCC1CNC2 (stereo unspecified)
  FECH block = i
COc1ccc(-c2cc3n(n2)CCC(=O)N3Cc2ccc(C(=O)Nc3ccccc3OC)cc2)cc1
  FECH block = i
O=C(CN1CCCN(Cc2ccccc2)S1(=O)=O)NCC1CCCO1 (stereo unspecified)
  FECH block = i
CCc1nc(C)c(C(=O)Nc2cccc(NC(=O)CCc3ccccc3)c2)o1
  FECH block = i
O=C(O)C1CN(c2ncc(F)c(N3CCCC3)n2)CCN1 (stereo unspecified)
  FECH block = i

Some of the compounds tested; the hit share may differ from the screen's.
